Bioassay records: PubChem, Broad Institute
RAD52 inh: inhibitors of human RAD52 DNA annealing; 360,000 tested, 0.46% active; inhibition, % at 18.7 µM; recombinant RAD52 DNA annealing, FRET fluorescence; P43351;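 active = every replicate showing at least 50% inhibition; inconclusive = mean inhibition at least 50% but not in every replicate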
Target sequence (P43351 whole entry, looked up): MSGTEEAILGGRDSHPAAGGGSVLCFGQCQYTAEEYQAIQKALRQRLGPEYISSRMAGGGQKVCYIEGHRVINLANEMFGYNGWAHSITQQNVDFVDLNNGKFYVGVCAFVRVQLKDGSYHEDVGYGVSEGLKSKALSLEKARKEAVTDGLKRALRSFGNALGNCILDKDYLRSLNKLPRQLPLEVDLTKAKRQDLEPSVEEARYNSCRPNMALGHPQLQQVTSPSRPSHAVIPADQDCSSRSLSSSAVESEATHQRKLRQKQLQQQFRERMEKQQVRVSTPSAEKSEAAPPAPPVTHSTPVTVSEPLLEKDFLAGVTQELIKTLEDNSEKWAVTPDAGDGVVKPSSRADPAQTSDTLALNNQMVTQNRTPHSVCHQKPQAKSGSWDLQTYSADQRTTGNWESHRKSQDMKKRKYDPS
INS-1E GSIS act: GLuc luminescence reporter in INS-1E cells, primary screen for activators of glucose-dependent secretion of insulin; 370,000 tested, 0.61% active; activation, % at 16.6 µM; AID 743287; INS-1E GLuc reporter insulin secretion, 2-3 h;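 active = lowest replicate activation of at least 40%, so every replicate reaches that level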;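 also: 0% = median of neutral control wells and 100% = median of IBMX positive control wells; some compounds called inactive have numbers as strong as hits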
DENV2 CPE rescue: DENV2-induced cell death inhibition; DENV2-infected cells, cytopathic effect rescue, plate reader; CPE inhibition, % at 9.99 µM; 350,000 tested, 1.7% active; AID 651640; in the data active = CPE inhibition above about 20%, passing the limit was not always enough; inconclusive = no clear call, values can overlap the other calls; tested in BHK-21 cells;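 also: 0% = median of neutral control wells and 100% = median of positive control wells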
RAD54 inh: inhibitors of human RAD54 branch migration. RAD54 Holliday junction branch migration, FAM/BHQ fluorescence. inhibition, % at 10.4 µM. 360,000 tested, 0.14% active. AID 602329;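 active = mean normalized replicate activity at least 40 and at least half of replicates scoring 40 or more; inconclusive = only one of the two criteria met; inactive = mean below 40 and under half of replicates reaching 40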;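 also: 0% = median of neutral control wells and 100% = median of positive control wells; inhibitors cause a drop in the FAM fluorescence signal; in these data hits start at about 50%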
F508del corr: CFTR F508del correction in bronchial cells. 350,000 tested, 0.36% active. activity (quench increase), % at 7.58 µM. AID 720511. CFBE cells, YFP halide quenching; stimulated with forskolin plus potentiator P3; % fluorescence drop versus neutral controls;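 active = mean added fluorescence quench of at least 8% versus neutral control, with both replicates also reaching 8%; inconclusive = only one of the mean or replicate conditions met; inactive = mean below 8% and not both replicates reaching 8%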;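 also: cells transiently co-express mutant CFTR-F508del with the halide-sensitive YFP; corrector assay measuring rescue of mutant channel to the surface after 24 h compound exposure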
XiGFP reactiv: X-chromosome reactivation activator; XiGFP mouse fibroblasts, % GFP-positive cells imaging, 3 d; cells co-treated with 5-aza-dC sensitizer; scaled so ellipticine positive control = 100%; 360,000 tested, 0.055% active; activation, % at 7.58 µM;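 active = mean normalized replicate activation at least 10% and every replicate at or above 10%; inconclusive = only one of the two criteria met; inactive = mean below 10% and not all replicates reach 10%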;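 also: 0% = median of on-plate neutral control wells and 100% = ellipticine 6 µM median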
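System: 68-5-11 XiGFP fibroblast line; Timing: 3 days compound exposure; Compound dosing: one concentration, pinned; Benchmarks: positive control ellipticine, 6 µM final; Buffer or medium: DMEM containing 5-aza-dC.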
Casp6 inh: blocks human caspase-6 cleavage activity | P55212 | purified caspase-6, Z-VEID-R110 cleavage fluorescence | inhibition, % at 12.5 µM | 350,000 tested, 0.53% active | AID 686996;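 active = mean inhibition across replicates at least about 35%, with every replicate also reaching that limit, limit read from the data; inconclusive = only one of the two criteria met; inactive = neither criterion met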;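 also: 0% = median of neutral control wells and 100% = no fluorescence left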
Target sequence (P55212 24-179 limits assumed): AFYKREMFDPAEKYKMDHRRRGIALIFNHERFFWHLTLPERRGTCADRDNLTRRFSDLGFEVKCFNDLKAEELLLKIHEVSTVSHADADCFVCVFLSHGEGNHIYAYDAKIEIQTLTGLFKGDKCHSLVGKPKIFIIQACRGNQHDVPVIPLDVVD
Target sequence (P55212 194-293 limits assumed): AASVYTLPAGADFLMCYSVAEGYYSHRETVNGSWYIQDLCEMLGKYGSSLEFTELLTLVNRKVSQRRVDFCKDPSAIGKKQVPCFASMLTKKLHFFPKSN
E-selectin induc: E-selectin induction on HUVECs | P16581 | HUVEC E-selectin immunofluorescence imaging; normalized: neutral wells 0, TNF-alpha wells 100 | activation, % at 7.58 µM | 260,000 tested, 0.37% active | AID 686992;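 active = mean E-selectin-positive cell signal at least 10% of the positive control, reached in at least 60% of replicates, without over 20% cell loss; inconclusive = no rule given, readout overlaps actives, possibly toxicity-flagged; inactive = the rest, including those meeting only one limit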;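 also: in these data hits start at about 27%; measured in HUVEC primary endothelial cells; signal is the percent of cells scored E-selectin positive by PE staining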
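Assay system: HUVEC primary endothelial cells. Input: 3,000 HUVEC seeded per well. Doses: one compound dose added by pin transfer. Read-out basis: % PE-positive cells. Benchmarks: TNF-alpha high, DMSO low. Detection: immunofluorescence imaging. Buffer or medium: EGM-2, gelatin.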
An asterisk follows results filed as active; ? = inconclusive; nt = no result given; & = joins results of further samples.

mol	RAD52 inh	INS-1E GSIS act	DENV2 CPE rescue	RAD54 inh	F508del corr	XiGFP reactiv	Casp6 inh	E-selectin induc
CCCNC(=O)N1[C@@H]2CN(C(=O)Nc3cccc(Cl)c3)c3ccccc3[C@@H]2[C@@H]1CO	0	-12	3	7	-2.4	-0.1	-1	0.3
CCOC(=O)c1c(NC(C)=O)sc2c1CCN(Cc1ccccc1)C2	-2	-6	6	4	-6.0	-0.2	0	0.2
O=C(Nc1cc(F)ccc1F)N1CCCCN2[C@@H](CO)[C@@H](c3ccc(-c4ccccc4)cc3)[C@@H]2C1	0	-20	-5	3	-4.5	-0.1	0	-0.9
Cc1noc(C)c1NC(=O)N(C)C[C@@H]1Oc2c(NC(=O)CCCCCC(=O)Nc3ccccc3N)cccc2C(=O)N([C@@H](C)CO)C[C@H]1C	-15	7	-5	nt	3.6	-1.0	0	0.1
C[C@@H]1CN([C@H](C)CO)C(=O)c2cc(NS(=O)(=O)c3cn(C)cn3)ccc2O[C@@H](C)CCCCO[C@H]1CN(C)C(=O)Nc1ccc(C(F)(F)F)cc1	-5	-5	17	-6	0.6	0.2	2	2.4
O=C(CSC(=S)N1CCCC1)N1CCN(S(=O)(=O)c2cccc([N+](=O)[O-])c2)CC1	-5	-14	-10	-2	-0.8	0.1	3	-0.2
CCOc1cccc(=O)c2c(C)n(Cc3ccccc3)c(C)c12	-23	4	-1	nt	-1.4	0.0	2	nt
O=C(C[C@@H]1CC[C@@H](NC(=O)Nc2ccc(C(F)(F)F)cc2)[C@H](CO)O1)NCc1cccc(F)c1	-7	-1	5	-7	0.6	0.4	-3	0.2
C=CCOc1ccc(C(=O)/C=C2/C(=O)Nc3ccccc32)cc1	-11	-15	-1	0	0.9	0.0	2	-0.1
OC[C@H]1O[C@@H](c2nc(-c3nc(-c4ccc(F)cc4)no3)cs2)[C@H](O)[C@@H](O)[C@H]1O	-5	11	-9	-8	1.4	-0.1	-3	-0.1
C[C@@H]1CCCCO[C@@H](CN(C)Cc2ccc(C(=O)Nc3ccccc3N)cc2)[C@@H](C)CN([C@H](C)CO)C(=O)c2cc(NC(=O)c3ccccc3)ccc2O1	-25	23	7	nt	-2.4	0.0	-2	nt
Cc1ccc(S(=O)(=O)N[C@@H]2CC[C@@H](CCNC(=O)C3CCCCC3)O[C@@H]2CO)cc1	7	4	-4	-5	1.2	-0.4	-1	-0.4
S=c1[nH]nc(-c2ccccc2)c2ccccc12	-7	25	1	-5	-1.8	0.0	-3	nt
CN(C)C(=O)C[C@@H]1CC[C@@H](NC(=O)NC2CCCC2)[C@H](CO)O1	3	8	-9	-1	-1.7	-0.2	1	0.6
Cc1ccc(S(=O)(=O)NCCSc2nnnn2-c2ccccc2)cc1	-2	-7	6	-8	-1.6	nt	-4	nt
CN(C(=S)NC(=O)Cc1ccccc1)c1ccccc1	3	11	nt	nt	-1.5	0.0	0	nt
COc1cc(C=Nc2ccccc2C(=O)Nc2ccccc2)cc(OC)c1OC	2	-12	7	nt	nt	0.4	-1	-2.9
O=C(C[C@H]1C[C@@H]2c3cc(NC(=O)Nc4ccccc4)ccc3O[C@@H]2[C@H](CO)O1)NCc1ccccn1	-8	2	10	3	-0.5	0.5	3	0.5
CC(=O)c1sc(NC(=O)CN2C(=O)NC3(CCCC3)C2=O)nc1-c1ccccc1	-9	-10	7	9	0.2	0.0	-1	nt
COc1cc(C(CC(=O)O)n2cnnn2)ccc1OC(C)C (centres undefined)	1	6	2	5	-0.1	0.1	1	nt
COc1ccc(-c2cc(=O)c3c(O)c(OC)c(O)cc3o2)cc1	-5	-3	12	-5	1.2	nt	-1	nt
CCc1cccc(NC(=O)c2cccc(S(=O)(=O)N3CCN(C)CC3)c2)c1	-16	-1	0	3	-0.7	0.2	-2	0.0
C[C@H](CO)N1C[C@H](C)[C@H](CN(C)S(=O)(=O)c2ccc(F)cc2)Oc2ccc(NC(=O)Cn3cnnn3)cc2CC1=O	-9	6	1	-22	-2.3	0.1	3	-0.3
COc1ccc(C(=O)CNc2ccc3ccccc3c2)cc1	-14	23	2	nt	1.3	0.2	4	nt
CC(C)NC(=O)N(C)C[C@@H]1Oc2ccc(NC(=O)Cn3cnnn3)cc2C(=O)N([C@H](C)CO)C[C@@H]1C	nt	5	nt	nt	-2.3	-0.1	nt	9.4
CC(C)(C)[C@@H]1CCC(=O)N(CC[C@H](Sc2ccccc2)c2ccccc2)CC1	15	nt	nt	11	2.6	0.0	0	-0.1
CCCNC(=O)Nc1ccc2c(c1)OC[C@@H](C)N(C(=O)c1ccccc1F)C[C@H](C)[C@H](OC)CN(C)C2=O	-3	9	-5	1	-3.7	0.1	-1	-0.1
Cc1ccc2nc(-c3ccccc3)c(Cc3ccccn3)n2c1	-29	8	-3	0	1.6	-0.1	1	0.4
C/C(=N\NS(=O)(=O)c1ccccc1)c1ccccc1	-8	nt	-6	nt	1.8	0.0	-2	0.1
CNC[C@H]1OCCCC[C@@H](C)Oc2ccc(NC(=O)Nc3ccc(OC)cc3)cc2C(=O)N([C@H](C)CO)C[C@H]1C	nt	-3	nt	nt	1.5	0.1	nt	0.3
CN(Cc1ccccc1)C(=O)c1nc[nH]c1C(=O)N1CCN(c2ccccc2)CC1	-6	6	-5	-8	-1.1	0.0	0	0.0
C[C@@H]1CN([C@@H](C)CO)C(=O)c2cccc(NS(=O)(=O)c3cccs3)c2O[C@H]1CN(C)Cc1ccncc1	-13	5	-4	7	-3.2	0.3	0	1.1
O=C(NCC(F)(F)F)[C@H]1[C@H](CO)[C@H]2Cn3c(cccc3=O)[C@H]2N1C(=O)C1CC1	2	10	-6	8	nt	0.0	0	-0.4
C=CCNC(=O)C(C)N1c2cccc3cccc(c23)S1(=O)=O (centres undefined)	-8	-2	2	-1	-1.0	0.0	5	3.9
C[C@@H]1CN([C@H](C)CO)C(=O)c2cc(-c3cccc(F)c3)cnc2O[C@@H]1CN(C)C(=O)Nc1ccccc1F	11	10	?	-5	0.5	-1.0	0	0.1
C[C@H](CO)N1C[C@H](C)[C@H](CN(C)Cc2ccc(Cl)c(Cl)c2)Oc2ccc(NS(=O)(=O)c3ccc(F)cc3)cc2CC1=O	nt	4	nt	nt	4.8	-0.9	nt	0.1
CN(C)c1ccc(NC(=O)c2ccc(N3CCOCC3)nc2)cc1	-4	-4	-4	-3	1.2	0.7	-1	-0.2
C[C@@H]1CN([C@H](C)CO)C(=O)c2cccc(NC(=O)Nc3cccc4ccccc34)c2O[C@@H]1CN(C)Cc1ccc(Oc2ccccc2)cc1	5	0	10	1	-5.5	0.0	0	-6.7
COP(=O)(OC)C(Nc1cc(Cl)cc(Cl)c1)c1cccc(O)c1 (centres undefined)	-20	-13	2	nt	0.4	0.4	4	nt
C[C@@H]1CN([C@H](C)CO)C(=O)Cc2cc(NC(=O)C3CCCCC3)ccc2O[C@H]1CN(C)C(=O)Nc1ccccc1	10	2	5	1	-2.3	0.3	3	0.9
Brc1ccc(-c2ccc3c(n2)CCCN3Cc2ccccn2)cc1	-12	nt	?	nt	-3.4	0.1	-4	0.4
C/C(N)=C(/C#N)C(=O)COC(=O)c1oc2ccccc2c1COC(C)C	-11	27	4	-7	-0.5	0.0	2	nt
CC(C)NC(=O)N(C)C[C@H]1Oc2ncc(Br)cc2C(=O)N([C@H](C)CO)C[C@@H]1C	-13&1	9&7	-5&-5	6	-1.7&-0.4	-0.4	-2&-1	-1.5&2.1
O=C(Nc1cccc(Cl)c1Cl)C1CCN(C(=O)c2cccs2)CC1	-7	-10	1	-8	0.1	-0.1	-7	nt
O=C(C[C@@H]1CC[C@@H](NC(=O)c2ccncc2)[C@H](CO)O1)Nc1ccccc1	-3	10	3	-2	-0.5	0.2	-2	0.3
O=C(/C=C/c1ccc(S(=O)(=O)N2CCOCC2)cc1)NCc1ccccc1	-4	-4	-5	nt	nt	0.3	-4	nt
C[C@@H]1CN([C@H](C)CO)C(=O)Cc2cc(NC(=O)Nc3ccc(F)cc3)ccc2O[C@H]1CN(C)S(C)(=O)=O	2	8	-4	-17	-2.0	0.2	0	-0.3
NC(=O)c1nsc(C(=O)N(Cc2ccco2)C(C(=O)NC2CCCC2)c2ccc(O)cc2)c1N (centres undefined)	7	0	-5	-4	-3.1	0.5	-1	0.1
CCCCS(=O)CC(COc1ccc(Cl)cc1)OC(=O)c1ccccc1 (centres undefined)	4	-11	nt	9	nt	nt	3	nt
COc1ccc(C(CNC(=O)Cc2ccccc2F)N2CCCCC2)cc1 (centres undefined)	-16	12	2	nt	-2.1	1.5	nt	2.8

Going on with the list:
mol	RAD52 inh	INS-1E GSIS act	DENV2 CPE rescue	RAD54 inh	F508del corr	XiGFP reactiv	Casp6 inh	E-selectin induc
CC(=O)N1CCCCN2[C@@H](CO)[C@H](c3ccc(-c4ccncc4)cc3)[C@@H]2C1	-3	22	?	6	0.1	0.3	-2	0.7
O=C(c1cc2ccccc2o1)N1CCN(c2ccccn2)CC1	-1	5	?	-1	0.9	-0.1	-2	-0.2
O=C(COC(=O)Cc1ccccc1[N+](=O)[O-])NC1CCCC1	-7	12	5	nt	-0.2	0.4	0	nt
O=C(O)COc1ccccc1/C=N/NC(=O)c1ccc2c(c1)OCCO2	0	-2	-6	0	0.2	0.0	27	nt
O=C(C[C@@H]1C=C[C@@H](NS(=O)(=O)c2cccc(F)c2)[C@H](CO)O1)N1CCCCC1	-10	2	5	6	0.8	0.2	0	-0.2
CC(=O)N(C)c1ccc(NC(=O)COc2ccc(Br)cc2C)cc1	-4	-12	3	-4	nt	0.0	1	0.3
CCC(=O)N1CCCCN2[C@H](CO)[C@@H](c3ccc(-c4cccc(C(=O)N(C)C)c4)cc3)[C@@H]2C1	-10	14	9	-9	2.5	0.1	0	0.0
